# Source: PubChem
# HRas wt GTP: modulators of GTP binding to HRas wildtype, primary screen, biochemical, bead-based flow cytometry, multiplex; GTP binding activity, % at 10 µM; GTPase HRas (Homo sapiens), P01112; 190,000 compounds, 0.14% hits; GST-Ras wt beads, Bodipy-FL-GTP binding; actives lie on both sides;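 active means GTP binding activity at least 20% away from the 100% baseline, either lowered as inhibitor or raised as activator; inconclusive means flagged as likely green fluorescent, judged across all proteins in the well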;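 further: 0% = unlabeled GTP competition control and 100% = no-compound control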
# Target sequence (P01112 whole entry, looked up): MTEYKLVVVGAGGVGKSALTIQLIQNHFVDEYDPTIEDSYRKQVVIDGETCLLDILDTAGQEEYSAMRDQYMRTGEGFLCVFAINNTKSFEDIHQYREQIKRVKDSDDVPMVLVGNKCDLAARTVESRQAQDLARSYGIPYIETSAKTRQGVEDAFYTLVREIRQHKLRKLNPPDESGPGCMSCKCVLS
# Rab2A wt mod: modulators of GTP binding to Rab2A wildtype, primary screen, biochemical, dog, bead-based flow cytometry, multiplex; GST-Rab2 wt beads, Bodipy-GTP binding; Ras-related protein Rab-2A (Canis lupus familiaris), P61105; 190,000 compounds, 0.19% hits; GTP binding activity, % at 10 µM; AID 760, 2007;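 active means GTP binding activity at least 20 points away from 100%, either lowered or raised; inconclusive means signal likely due to the compound's own green fluorescence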;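 further: 0% = beads with excess unlabeled GTP and 100% = no-compound control corrected for plate trend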
# Bfl-1 Bim block: inhibitors of Bim binding to Bfl-1, primary screen, biochemical, multiplexed, bead-based flow cytometry; Bcl-2-related protein A1 (Homo sapiens), Q16548; Bim-Bfl-1 binding inhibition; inhibition, % at 10 µM; 190,000 compounds, 0.12% hits; AID 1008, 2008;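 further: 0% = wells without compound plus tracer and 100% = blocker peptide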
# Cdc42 wt GTP: modulators of GTP binding to wildtype Cdc42, primary screen, biochemical, multiplex bead flow cytometry, Bodipy-GTP | Cell division control protein 42 homolog (Homo sapiens), P60953 | GST-Cdc42 beads; actives lie on both sides | percent activity (GTP binding), % at 10 µM | 190,000 compounds, 0.2% hits | AID 761, 2007;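 active means percent activity GTP binding at least 20 points away from the 100% baseline, either down as inhibitor or up as activator; inconclusive means compound flagged as likely green fluorescent from well-wide comparison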;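 further: median bead fluorescence of bound Bodipy-FL-GTP at 100 nM; 0% = excess unlabeled GTP control and 100% = no compound control; below 100% means less GTP binding so inhibitor and above means activator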
# Target sequence (P60953 whole entry, looked up): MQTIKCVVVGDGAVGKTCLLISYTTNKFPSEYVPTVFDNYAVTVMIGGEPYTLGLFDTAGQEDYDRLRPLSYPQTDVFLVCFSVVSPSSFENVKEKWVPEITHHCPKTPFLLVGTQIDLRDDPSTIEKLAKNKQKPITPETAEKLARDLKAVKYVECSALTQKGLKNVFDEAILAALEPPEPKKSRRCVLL
# Bim-Bcl-B: inhibitors of Bim-Bcl-B binding, primary screen, biochemical, multiplexed, human Bcl-2 family. 190,000 compounds, 0.073% hits. AID 951, 2007. bead-based flow cytometry, Bim peptide-Bcl-B binding. Bcl-2-like protein 10 (Homo sapiens), Q9HD36. inhibition, % at 10 µM;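 further: 0% = tracer peptide without compound and 100% = reference inhibitor peptide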
# Target sequence (Q9HD36 whole entry, looked up): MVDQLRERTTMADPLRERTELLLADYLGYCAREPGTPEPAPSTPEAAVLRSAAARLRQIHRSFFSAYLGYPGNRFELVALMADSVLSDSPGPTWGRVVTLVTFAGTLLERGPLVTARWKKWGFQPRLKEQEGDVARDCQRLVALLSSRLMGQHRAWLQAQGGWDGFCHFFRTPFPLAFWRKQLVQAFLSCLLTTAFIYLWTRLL
# Bcl-W Bim block: inhibitors of Bim binding to Bcl-W, primary screen, biochemical, multiplexed, bead-based flow cytometry; Bim peptide-Bcl-W binding; 190,000 compounds, 0.02% hits; Bcl-2-like protein 2 (Homo sapiens), Q92843; inhibition, % at 10 µM;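 further: 0% = bound tracer without compound and 100% = peptide blocker; higher means less fluorescent Bim peptide bound to Bcl-W beads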
# Target sequence (Q92843 whole entry, looked up): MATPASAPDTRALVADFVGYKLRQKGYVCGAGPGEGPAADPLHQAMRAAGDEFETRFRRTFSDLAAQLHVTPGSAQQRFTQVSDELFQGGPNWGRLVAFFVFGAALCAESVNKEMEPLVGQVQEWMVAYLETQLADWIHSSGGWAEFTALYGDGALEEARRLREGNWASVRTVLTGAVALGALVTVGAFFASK
# Bim-Bcl-2: inhibitors of Bim-Bcl-2 binding, primary screen, biochemical, multiplexed, human Bcl-2 family; 190,000 compounds, 0.06% hits; Apoptosis regulator Bcl-2 (Homo sapiens), P10415; inhibition, % at 10 µM; Bead-based flow cytometry, Bim peptide-Bcl-2 binding; in the data active means inhibition above about 40%; inconclusive means no clear call, values can overlap the other calls;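 further: 0% = no compound wells with probe peptide and 100% = reference peptide inhibitor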
# Rac1 wt GTP bind: wildtype Rac1 GTP binding modulators, primary screen, biochemical, GST-Rac1 beads, flow cytometry, multiplex; GTP binding activity (% of control), % at 10 µM; 190,000 compounds, 0.27% hits; fluorescent GTP binding; actives lie on both sides; 0 = cold GTP competed, 100 = untreated; Ras-related C3 botulinum toxin substrate 1 (Homo sapiens), P63000;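 active means GTP binding activity at least 20 points away from the 100% control level, either lower or higher; inconclusive means compound flagged as likely green fluorescent, judged across all proteins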
# Bcl-XL Bim block: inhibitors of Bim-Bcl-XL binding, primary screen, biochemical, multiplexed, bead flow cytometry, human Bcl-XL; Bcl-2-like protein 1 (Homo sapiens), Q07817; Bim peptide-Bcl-XL binding, fluorescence; inhibition, % at 10 µM; 190,000 compounds, 0.04% hits; AID 1007, 2008
# Target sequence (Q07817 whole entry, looked up): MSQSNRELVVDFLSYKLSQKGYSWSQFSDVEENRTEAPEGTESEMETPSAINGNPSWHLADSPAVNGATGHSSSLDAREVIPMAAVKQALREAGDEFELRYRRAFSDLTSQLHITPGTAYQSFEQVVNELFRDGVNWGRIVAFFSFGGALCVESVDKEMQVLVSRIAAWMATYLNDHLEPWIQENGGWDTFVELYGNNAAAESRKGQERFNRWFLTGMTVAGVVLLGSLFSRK
# Rab7 wt GTP bind: modulators of GTP binding to Rab7, primary screen, biochemical, wildtype, multiplex bead flow cytometry. AID 758, 2007. GST-Rab7 beads, fluorescent GTP binding; actives lie on both sides; untreated = 100%, excess cold GTP = 0%. Rab7 GTPase wild type (dog), Bodipy-FL-GTP binding. 190,000 compounds, 0.055% hits. GTP binding activity (percent of control), % at 10 µM;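 active means fluorescent GTP binding to Rab7 beads changed by at least 20 points from the 100% baseline, either direction, mostly lower; inconclusive means compound itself probably fluorescent, or too few beads counted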;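 further: median green fluorescence of bound Bodipy-FL-GTP per Rab7 bead population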
# Rac1 act GTP bind: GTP binding modulators of activated mutant Rac1, primary screen, biochemical, bead-based flow cytometry, multiplex, fluorescent GTP. Ras-related C3 botulinum toxin substrate 1 (Homo sapiens), P63000. percent activity (GTP binding), % at 10 µM. GST-Rac1 activated beads; actives lie on both sides; 100% means binding = to untreated wells. 190,000 compounds, 0.11% hits;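 active means GTP binding at least 20 percentage points away from the 100% baseline, in either direction, so actives lie on both sides; inconclusive means Compound likely fluorescent itself, or too few beads counted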
# * = called active by the depositor; ? = inconclusive. Unless noted, no stated cut-off is given here; in the data, active means inhibition above about 40%. An unsorted share of the library. About 0.62% of those tested had a hit in this group.
SMILES	HRas wt GTP	Rab2A wt mod	Bfl-1 Bim block	Cdc42 wt GTP	Bim-Bcl-B	Bcl-W Bim block	Bim-Bcl-2	Rac1 wt GTP bind	Bcl-XL Bim block	Rab7 wt GTP bind	Rac1 act GTP bind
CCOC(=O)C1=C(c2ccccc2)N=C2SCC(=O)N2C1c1ccc(O)c(OC)c1 (stereo not given)	95.0	98.0	-11.0	96.0	-9.0	0.0	-15.0	96.0	-7.0	98.0	95.0
CCOC(=O)C1CCN(C(=O)COc2ccc(S(=O)(=O)NC(C)C)cc2Cl)CC1	104.0	105.0	-12.0	108.0	-10.0	0.0	-15.0	109.0	-8.0	104.0	103.0
O=C(Nc1ccc2cn[nH]c2c1)c1ccccc1F	100.0	99.0	-1.0	104.0	-2.0	-4.0	-1.0	107.0	-4.0	95.0	100.0
Cc1ccc2nc(C)cc(Nc3ccc4c(c3)OCCO4)c2c1	100.0	99.0	1.0	99.0	0.0	0.0	0.0	100.0	-2.0	99.0	99.0
CSCCC(NS(=O)(=O)c1ccc2[nH]c(=O)c(=O)[nH]c2c1)C(=O)O (stereo not given)	97.0	100.0	-2.0	96.0	-2.0	-2.0	0.0	96.0	-1.0	103.0	94.0
COc1ccc(C(=O)N/C(=C\c2cn(S(=O)(=O)N(C)C)c3ccccc23)C(=O)NC(C)C)cc1	97.0	97.0	-5.0	93.0	-1.0	-2.0	-5.0	96.0	-2.0	103.0	94.0
Cc1nn(-c2ccccc2)c(C)c1/C=N\N1CCN(c2ccc(Cl)cc2)CC1	100.0	101.0	-5.0	100.0	-6.0	4.0	-6.0	105.0	0.0	101.0	98.0
O=C1/C(=C/c2ccc3c(c2)OCO3)CCC/C1=C\c1ccc2c(c1)OCO2	97.0	96.0	0.0	99.0	-6.0	-1.0	-2.0	100.0	-4.0	97.0	96.0
C=CCN(C(=O)Cn1nnc2ccccc21)C(C(=O)NCCOC)c1ccc(OC)cc1OC (stereo not given)	105.0	105.0	-1.0	103.0	-2.0	-3.0	-1.0	100.0	-4.0	98.0	103.0
COCCCN1CN(S(=O)(=O)c2ccc(Cl)cc2)c2nc3ccccc3nc21	?	?	-3.0	?	-2.0	5.0	-1.0	?	-2.0	?	?
O=C(Nc1cc([N+](=O)[O-])ccc1N1CCOCC1)c1ccco1	92.0	93.0	-1.0	94.0	0.0	4.0	2.0	96.0	5.0	101.0	89.0
CCCCn1c(SCC(=O)O)nc2ccccc21	103.0	100.0	-1.0	105.0	-4.0	-1.0	-1.0	100.0	0.0	98.0	99.0
CCOc1ccc(-n2c(-c3ccccc3)nnc2-c2ccccc2)cc1	97.0	94.0	-10.0	98.0	-15.0	-14.0	-21.0	101.0	-18.0	97.0	96.0
CCOC(=O)C(NCc1ccco1)(NC(=O)c1ccccc1)C(F)(F)F (stereo not given)	106.0	104.0	-9.0	108.0	-4.0	6.0	0.0	112.0	-20.0	106.0	102.0
O=C1c2ccccc2C(O)N1Cc1ccccc1 (stereo not given)	100.0	98.0	-13.0	105.0	-6.0	4.0	-10.0	108.0	-2.0	100.0	101.0
CCOc1ccc(-c2cc(CCCC(=O)NCCCOC)no2)cc1	107.0	107.0	-3.0	107.0	0.0	-3.0	-4.0	105.0	-1.0	102.0	103.0
Cc1ccccc1NCN1C(=O)C2C3C=CC(C3)C2C1=O (stereo not given)	99.0	101.0	0.0	101.0	1.0	0.0	1.0	97.0	1.0	100.0	96.0
COc1ccc(CCN(Cc2nc3ccccc3c(=O)[nH]2)C(=O)c2ccco2)cc1	101.0	102.0	0.0	103.0	1.0	0.0	1.0	101.0	0.0	96.0	100.0
COc1ccccc1NC(CC(=O)c1ccccc1)C(=O)OCC(=O)c1ccc(F)cc1 (stereo not given)	100.0	97.0	-3.0	99.0	-6.0	-5.0	-5.0	100.0	-10.0	101.0	102.0
CN(CC(=O)N1CC=C(c2ccccc2)CC1)S(=O)(=O)c1ccc2c(c1)c(=O)n(C)c(=O)n2C	99.0	97.0	-7.0	96.0	-6.0	3.0	-5.0	99.0	1.0	99.0	98.0
CC(=O)NC(=S)Nc1cccc2c(C)cc(C)nc12	97.0	97.0	0.0	99.0	-2.0	-2.0	-2.0	100.0	-2.0	97.0	98.0
COc1ccc(NC(=O)c2ccc(C(=O)Nc3ccc(OC)cc3OC)cc2)c(OC)c1	99.0	101.0	-4.0	95.0	-1.0	-1.0	0.0	100.0	-1.0	108.0	93.0
CCCCONc1ncnc2nonc12	100.0	96.0	0.0	99.0	-4.0	-2.0	-3.0	104.0	-5.0	96.0	100.0
COc1ccc(-c2cn(-c3cccc(C)c3)c(=O)[nH]2)cc1OC	96.0	98.0	0.0	96.0	0.0	2.0	1.0	93.0	1.0	101.0	95.0
Cc1cc(O)c(C2(C(F)(F)F)NCCNC2=O)cc1C (stereo not given)	103.0	101.0	-6.0	105.0	-6.0	6.0	-5.0	108.0	1.0	102.0	100.0
O=C1c2cccc3cccc(c23)C(=O)N1CCN1CCN(C(=S)Nc2ccccc2)CC1	?	?	-2.0	?	2.0	-1.0	-2.0	?	-4.0	?	?
CCC(=O)N1CCc2cc(S(=O)(=O)NCCC(=O)N3CC=C(c4ccccc4)CC3)ccc21	101.0	103.0	-24.0	106.0	-17.0	-12.0	-19.0	107.0	-16.0	102.0	101.0
O=c1cc(CO)oc(CN2CCN(c3ccccc3F)CC2)c1O	101.0	104.0	-4.0	102.0	0.0	2.0	-4.0	98.0	2.0	96.0	99.0
COc1ccc(NC(=O)CSc2n[nH]c(N)n2)c([N+](=O)[O-])c1	101.0	100.0	-6.0	101.0	-2.0	-1.0	-3.0	102.0	-1.0	100.0	102.0
Cc1ccc(C(=O)Cc2nnc(C)s2)cc1	100.0	98.0	-2.0	100.0	-4.0	0.0	0.0	107.0	-5.0	98.0	97.0
COc1cccc(Cn2cccc(NC(=O)NC3CCCCC3)c2=O)c1	102.0	98.0	-5.0	99.0	-7.0	0.0	-7.0	103.0	-2.0	98.0	98.0
CCOC(=O)C1(CC2CCCCO2)CCN(C(=O)Nc2ccc(C)c(C)c2)CC1 (stereo not given)	97.0	98.0	-2.0	99.0	-11.0	-1.0	-6.0	101.0	-1.0	98.0	97.0
COc1ccc(CCNC(=O)CN(c2ccccc2OC)S(C)(=O)=O)cc1	99.0	101.0	-12.0	99.0	-7.0	-1.0	-4.0	101.0	-7.0	98.0	97.0
CCCCNCc1cccn1-c1ccccc1	101.0	99.0	4.0	101.0	4.0	3.0	5.0	105.0	0.0	97.0	97.0
CCOc1ccc(CN(C)CC(=O)c2c(N)n(Cc3ccccc3)c(=O)n(CC)c2=O)cc1OC	99.0	99.0	0.0	99.0	0.0	-1.0	3.0	99.0	-3.0	98.0	99.0
O=C(COC(=O)CCC(=O)c1cccs1)Nc1cc(S(=O)(=O)N2CCOCC2)ccc1Cl	93.0	87.0	-8.0	85.0	-5.0	-2.0	-6.0	86.0	-5.0	93.0	83.0
CCOC(=O)C1(CC/C(C)=N\NC(N)=O)CC(C)(C)OC1=O (stereo not given)	101.0	101.0	44.0*	104.0	-49.0	11.0	14.0	104.0	18.0	100.0	102.0
CCn1c(=O)[nH]c(=O)c2c(N)c(C(=O)c3ccccc3OC)sc21	99.0	99.0	24.0	100.0	6.0	18.0	14.0	104.0	16.0	97.0	99.0
Cc1ccc(S(=O)(=O)CCC(=O)OCc2ccccc2)cc1	97.0	99.0	6.0	91.0	4.0	6.0	1.0	94.0	6.0	105.0	91.0
Nc1nnc(SCC(=O)c2ccc([N+](=O)[O-])cc2)s1	94.0	94.0	-4.0	94.0	-10.0	-2.0	-3.0	99.0	-3.0	95.0	96.0
Cc1c2c(n3c(nc4ccccc43)c1C#N)N(CCCN(C)C)CC2	101.0	104.0	-2.0	102.0	-2.0	-3.0	-2.0	103.0	-1.0	104.0	101.0
Cc1cccc(NC(=S)NNC(=O)c2csc3c2CCC(C)C3)c1 (stereo not given)	99.0	98.0	-8.0	102.0	-10.0	-2.0	-4.0	101.0	-9.0	97.0	97.0
COc1cc(C(=S)N2CCCC2)ccc1OC(=O)c1ccc(Cl)cc1[N+](=O)[O-]	100.0	104.0	-1.0	102.0	-3.0	-3.0	-2.0	102.0	-3.0	100.0	98.0
O=C1Nc2ccc([N+](=O)[O-])cc2OC1CCN1CCOCC1 (stereo not given)	99.0	96.0	0.0	100.0	-1.0	0.0	-3.0	101.0	-1.0	95.0	97.0
NC(=O)c1ccc(N2CCCCCC2)c([N+](=O)[O-])c1	98.0	100.0	-5.0	100.0	0.0	3.0	-1.0	97.0	-3.0	105.0	93.0
NC(=O)C1(N2CCCCC2)CCN(C(=O)c2ccccc2)CC1	100.0	100.0	-7.0	100.0	-7.0	-5.0	-8.0	103.0	-10.0	106.0	99.0
CC(=O)c1cccc(NC(=O)Nc2ccc(C(=O)N3CCOCC3)cc2)c1	99.0	96.0	1.0	99.0	-1.0	0.0	4.0	112.0	-2.0	101.0	101.0
O=C(Nc1ccc(N2CCN(C(=O)c3ccccc3)CC2)cc1)c1ccc(Br)o1	101.0	100.0	-9.0	98.0	-5.0	1.0	-4.0	101.0	0.0	99.0	96.0
COCCn1c(=S)[nH]c2ccccc21	99.0	101.0	0.0	104.0	-14.0	-1.0	-3.0	102.0	-3.0	99.0	98.0
Cn1c(=O)n(Cc2ccccc2)c(=O)c2c1nc1n2CCN1Cc1ccco1	?	?	-1.0	?	4.0	10.0	1.0	?	7.0	?	?
COc1ccc(/C=N/NC2=NCCCCC2)cc1	101.0	102.0	2.0	100.0	0.0	1.0	3.0	100.0	2.0	97.0	97.0
COCCN1C(=O)/C(=C/c2ccc(N3CCCC3)cc2)SC1=S	?	?	-11.0	?	-31.0	-5.0	-10.0	?	-8.0	?	?
